From PubChem BioAssay
Vif-APOBEC3F blk – qHTS for Inhibitors of Vif-A3F Interactions: qHTS; HeLa A3F-eYFP + Vif (tagged APOBEC3F with the HIV-1 protein that degrades it), YFP fluorescence increase; Potency, µM (series often up to 46.1 µM), without a hit: at the top dose activity, negative = active; 390,000 compounds, 0.2% hits; AID 602313, 2012; note: % of control where 0% means no effect; nearly all actives have a fitted effect of over 65% in size
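Fluorescence increase (Ex 488/Em 500-530) after overnight compound treatment at 37 deg C flags inhibition of Vif-driven A3F-eYFP loss in stable HeLa A3F-eYFP/Vif cells seeded overnight beforehand.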
RXFP1 agonist – qHTS Assay for Agonists of the Relaxin Receptor RXFP1; Relaxin receptor 1 (Homo sapiens), Q9HBX9; HEK293T-RXFP1 cAMP TR-FRET, 30 min; response scale: percent of porcine relaxin response, buffer zero; Potency, µM (series often up to 57.5 µM), inactives show at the top dose activation, actives largely listed as activators; 370,000 compounds, 0.3% hits; AID 2676, 2010; note: % is set by controls: 0 for no effect and ±100 for the full control effect; nearly all actives have a fitted effect of over 60% in size; many of its hits are not listed in these tables
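cAMP rise read by TR-FRET after 30 min, 37C compound exposure (up to 58 uM) in RXFP1-transfected HEK293 cells with Ro 20174 present. EC50 from Hill-equation fits, with 29 nM porcine relaxin as 100% and buffer as basal.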
TrxR1 inh – qHTS Assay for Inhibitors of Mammalian Selenoprotein Thioredoxin Reductase 1 (TrxR1): qHTS | recombinant rTrxR1, NADPH fluorescence consumption, selenite substrate | Potency, µM (top dose mostly 114 µM), inactives show at the highest dose activity change, negative = inhibition, hits mostly inhibitors | 390,000 compounds, 1% hits | AID 588453, 2011; note: % is set by controls: 0 for no effect and ±100 for the full control effect; nearly all actives have a fitted effect of over 65% in size
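Rat TrxR1 (90 nM in the dispensed reagent) was pre-reduced with 400 uM NADPH for 5 min at room temperature, then incubated with compound for 15 min. After 400 uM selenite was added, NADPH fluorescence (Ex 340/Em 450 nm) was followed for 8 min.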
TrxR1 substrate – qHTS Assay for Substrates of Mammalian Selenoprotein Thioredoxin Reductase 1 (TrxR1): qHTS; Potency, µM (titrated, usually from 114 µM), for inactives: at the top dose activity change, negative = substrate turnover; purified TrxR1 substrate turnover, NADPH consumption readout; 390,000 compounds, 0.01% hits; Thioredoxin reductase 1, cytoplasmic (Rattus norvegicus), O89049; note: % is set by controls: 0 for no effect and ±100 for the full control effect; nearly all actives have a fitted effect of over 50% in size
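Rat TrxR1, dispensed at 90 nM, was prereduced with 400 uM NADPH (final) for 5 min at ~22 deg C, then incubated with compound 15 min before 400 uM selenite. A first-read NADPH fluorescence drop versus no-compound background flagged substrates.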
USP1 inh – Inhibitors of USP1/UAF1: Primary Screen. Ubiquitin carboxyl-terminal hydrolase 1 (Homo sapiens), O94782. recombinant USP1/UAF1, Ub-Rhodamine cleavage fluorescence. Potency, µM (highest dose often 57.1 µM), without a hit: at the top dose activity change, negative = inhibition, most hits filed as inhibitors. 390,000 compounds, 0.23% hits; note: % is set by controls: 0 for no effect and ±100 for the full control effect; nearly all actives have a fitted effect of over 60% in size; inactives centre near -12
Target sequence (O94782 whole entry, looked up): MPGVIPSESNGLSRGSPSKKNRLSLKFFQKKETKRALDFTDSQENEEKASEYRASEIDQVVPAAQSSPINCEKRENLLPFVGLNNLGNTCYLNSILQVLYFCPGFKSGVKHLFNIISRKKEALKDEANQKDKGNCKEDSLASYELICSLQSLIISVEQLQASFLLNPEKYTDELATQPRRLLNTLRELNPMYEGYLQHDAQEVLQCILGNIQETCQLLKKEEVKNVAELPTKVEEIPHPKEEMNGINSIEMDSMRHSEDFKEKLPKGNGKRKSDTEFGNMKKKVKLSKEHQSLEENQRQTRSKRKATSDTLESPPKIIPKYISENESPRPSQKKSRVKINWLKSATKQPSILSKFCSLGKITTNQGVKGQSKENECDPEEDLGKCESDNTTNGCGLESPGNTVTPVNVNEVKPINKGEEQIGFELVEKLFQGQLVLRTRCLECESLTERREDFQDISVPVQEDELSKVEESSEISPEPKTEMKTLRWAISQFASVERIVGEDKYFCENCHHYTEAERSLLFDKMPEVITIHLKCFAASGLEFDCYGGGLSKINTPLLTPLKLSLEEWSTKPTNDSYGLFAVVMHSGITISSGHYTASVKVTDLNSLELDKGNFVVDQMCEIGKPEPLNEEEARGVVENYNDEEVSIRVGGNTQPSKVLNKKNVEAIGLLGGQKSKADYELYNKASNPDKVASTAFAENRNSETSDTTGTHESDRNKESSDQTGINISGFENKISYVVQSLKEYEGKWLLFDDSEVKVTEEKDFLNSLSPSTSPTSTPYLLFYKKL
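Step one: compound is pinned into 1nM USP1/UAF1 in HEPES pH 7.8 buffer with TCEP. Step two: 15 min room-temperature incubation. Step three: Ub-Rho (150nM final) starts cleavage, tracked by fluorescence over six one-minute reads.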
IDH1 R132H inh – qHTS for Inhibitors of mutant isocitrate dehydrogenase 1 (IDH1): qHTS; IDH1-R132H enzyme, NADPH consumption, diaphorase/resazurin fluorescence; AID 602179, 2012; 390,000 compounds, 0.093% hits; Potency, µM (titrated, usually from 76.6 µM), without a hit: at the top dose activity change, negative = inhibition, usual class: inhibitors; Isocitrate dehydrogenase [NADP] cytoplasmic (Homo sapiens), O75874; note: % is set by controls: 0 for no effect and ±100 for the full control effect; nearly all actives have a fitted effect of over 65% in size
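IDH1-R132H (0.5 ug/mL dispensed) in pH 7.5 Tris buffer was preincubated 30 min with compound, then given a substrate mix of 0.016 mM NADPH and 2 mM alpha-KG for 80 min at room temperature; remaining NADPH was read by diaphorase/resazurin fluorescence.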
Vif-APOBEC3G blk – qHTS for Inhibitors of Vif-A3G Interactions: qHTS | 410,000 compounds, 0.076% hits | HeLa A3G-eYFP + Vif (tagged APOBEC3G with the HIV-1 protein that degrades it), YFP fluorescence, overnight | AID 602310, 2012 | Potency, µM (doses to about 46.1 µM), for the others: top-dose activity, negative = active, hits mostly inhibitors | DNA dC->dU-editing enzyme APOBEC-3G (Homo sapiens), Q9HC16;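 note: % is set by controls: 0 for no effect and ±100 for the full control effect; nearly all actives have a fitted effect of over 60% in size; hits raise eYFP signal because A3G escapes Vif-driven loss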
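Read-out is eYFP fluorescence (Ex 488/Em 500-530) from Vif-expressing HeLa A3G-eYFP cells; more signal means A3G escaped Vif-mediated degradation. Cells plated overnight, compound pinned in, incubated overnight at 37 deg C.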
RGS4 inhibitor – Inhibitors of Regulator of G Protein Signaling (RGS) 4: qHTS | Transcreener GDP fluorescence polarization, RGS4-accelerated GTP hydrolysis | Potency, µM (doses to about 114 µM), for the others: at the top dose activity change, negative = inhibition, most hits filed as inhibitors | 390,000 compounds, 0.039% hits | AID 504845, 2011; note: % is set by controls: 0 for no effect and ±100 for the full control effect; nearly all actives have a fitted effect of over 75% in size; some results filed as inactive show a strong effect at the top dose
Target sequence (P49798 whole entry, looked up): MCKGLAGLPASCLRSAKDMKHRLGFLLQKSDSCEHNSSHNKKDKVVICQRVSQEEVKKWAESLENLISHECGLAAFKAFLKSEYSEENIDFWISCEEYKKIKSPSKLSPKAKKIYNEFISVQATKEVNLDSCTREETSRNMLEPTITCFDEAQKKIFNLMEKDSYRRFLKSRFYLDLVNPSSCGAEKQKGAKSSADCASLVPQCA
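MLSMR compounds (23 nl, pin-transferred) preincubated 10 min at room temperature with a 500nM (2x) first reagent, then RGS4 at 900nM (2x) plus Transcreener GDP mix added; fluorescence polarization (620/688 nm) read before and after 90 min at 30 °C.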
ALOX12 inh – Primary qHTS assay for inhibitors of human arachidonate 12S-lipoxygenase (ALOX12): Round 2; Polyunsaturated fatty acid lipoxygenase ALOX12 (Homo sapiens), P18054; purified 12hLO, xylenol orange hydroperoxide absorbance; Potency, µM (titrated, usually from 108 µM), for the others: top-dose activity change, negative = inhibition, actives largely listed as inhibitors; 580,000 compounds, 1.1% hits; AID 1671190, 2021; note: % is set by controls: 0 for no effect and ±100 for the full control effect
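Purified human 12hLO (150 nM final) in 25 mM Hepes, 0.01% Triton X-100, pH 7.0 was preincubated 15 min at room temperature with compound. Then 40 uM arachidonic acid was added, 30 min. Hydroperoxide was read by Fe-XO absorbance ratio 573/405 nm.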
* = called active by the depositor; u = inconclusive; x = not tested or not shown; [ ] = dose if it differs, or a comment. Calls come from the whole dose curve; as a rule, active = well fitted curve in the direction sought with a large enough effect; inconclusive = small, poorly fitted or top-dose-only effect, or another doubt; inactive = no such curve, though single readings can be large; an effect the other way counts as inactive or inconclusive. Potency is the fitted concentration of half-maximal effect.

SMILES	Vif-APOBEC3F blk	RXFP1 agonist	TrxR1 inh	TrxR1 substrate	USP1 inh	IDH1 R132H inh	Vif-APOBEC3G blk	RGS4 inhibitor	ALOX12 inh
COc1ccc(CS(=O)(=O)c2ncn[nH]2)cc1	3.5%	0.0%	-3.3%	-3.4%	-17.5%	-6.2%	-1.5%	-15.8%	0.0%
COc1ccc(CCN(C(=O)c2ccc(F)cc2)C2=CC3CCC(C2)N3C)cc1OC (stereo not given)	5.6%	0.0%	-6.7%	-2.1%	-6.5%	-1.5%	1.2%	-17.4%	0.0%
O[C@H]1CN(CC2CCCCC2)[C@@H](c2ccc(Cl)cc2)C[C@@H]1n1cc(-c2ccc(F)cc2)nn1	-3.7%	x	x	x	-18.6%	14.2%	-1.0%	x	8.3%
CC(OC(=O)C1=COCCO1)C(=O)c1ccc(C(C)(C)C)cc1 (stereo not given)	-6.9%	0.4%	10.5%	2.9%	-17.5%	5.4%	0.7%	-21.0%	u
COc1ccc(C(C(=O)NC2CCCCC2)N(C(=O)CCl)c2cccc(Cl)c2)cc1 (stereo not given)	-2.6%	-0.7%	u	-8.7%	-6.4%	-4.4%	u	1.6%	-11.8%
O=C1CCCc2cc(S(=O)(=O)N3CCCC(C(=O)NCc4ccc(Cl)cc4)C3)ccc2N1 (stereo not given)	2.1%	-2.8%	18.5%	-1.3%	-31.9%	0.0%	2.6%	-0.5%	0.0%
COc1ccc(/C=C/c2noc(-c3ccccc3O)n2)cc1OC	-2.6%	-3.7%	44.3%[activator]	48.3%[activator]	-7.6%	-2.1%	-3.3%	15.2%	0.0%
CCc1nc2oc3ccccc3c(=O)c2c(=O)n1-c1ccccc1	0.3%	-0.3%	-7.4%[57.1 µM]	1.4%[57.1 µM]	1.2%	-1.6%	2.1%	21.9%	u
COc1ccc(COC(=O)c2sc3nc4n(c(=O)c3c2C)CCC4)cc1	-8.1%	0.4%	28.3%	5.0%	-12.9%	-7.7%	-0.8%	6.8%	-21.5%
CCOC(=O)c1cccc(NC(=O)C2CCCN2S(=O)(=O)c2cccc3cccnc23)c1 (stereo not given)	-3.1%	9.0%	12.8%	-2.8%	-23.9%	4.1%	1.2%	-38.2%	2.0%
Cc1cccc(NC(=O)c2ccc(CN3CCc4ccccc4C3)cc2)c1C	-6.8%	0.9%	11.0%	4.8%	-15.0%	-0.7%	-24.0%	-13.9%	-1.8%
COc1c[nH]n(-c2ccccc2)c(=O)c1=O	-1.3%	x	-7.3%	9.8%	-18.0%	1.8%	-1.4%	-11.6%	0.0%
O=C(CN1CCN(c2ccccn2)CC1)Nc1ccc(F)cc1	-0.3%	-0.4%	-8.8%	-2.7%	-14.3%	1.0%	-3.6%	-13.3%	u
CC(Sc1nnc(N)s1)c1ccccc1Cl (stereo not given)	0.5%	0.5%	3.2%[57.1 µM]	4.6%[57.1 µM]	-15.8%	2.9%	-2.4%	-1.4%	16.0%[57.4 µM]
CCOc1ccc(Cn2c(CNS(=O)(=O)c3c(C)cc(C)cc3C)nc3cccnc32)cc1	-4.7%	2.1%	12.1%[57.1 µM]	1.9%[57.1 µM]	-30.7%	10.1%	-2.5%	-17.8%	-15.2%
Nn1c(COc2ccccc2)nnc1SC(F)F	-0.7%	1.4%	15.3%	1.4%	-12.5%	6.3%	-7.8%	7.7%	10.0%
Cc1cc(C)c2c(CC(=O)Nc3ccc(Cl)cn3)coc2c1	-6.3%	2.7%	-2.7%[11.4 µM]	5.4%[11.4 µM]	3.0%	-1.0%	-3.7%	12.0%[11.4 µM]	u
COc1ccccc1N(Cc1cc(=O)[nH]c2ccccc12)C(C)=O	-0.8%	0.1%	4.0%	1.3%	-5.1%	4.6%	-0.4%	14.7%	0.0%
c1ccc(CNc2c3c(nc4ncnn24)CCCC3)nc1	4.4%	5.0%	-10.8%	-1.9%	-3.5%	9.0%	1.0%	-8.3%[11.4 µM]	-11.9%
CC1=C(C(N)=O)C(c2cccc(O)c2)n2ncnc2N1 (stereo not given)	-5.4%	2.0%	24.0%[57.1 µM]	4.8%[57.1 µM]	u	-5.0%	-5.7%	-5.5%	-21.0%
CC(C)(CO)NC12CC3CC(CC(C3)C1)C2	-0.3%	-1.3%	18.4%[57.1 µM]	-3.0%	6.6%	-21.4%	3.9%	33.0%	-3.3%
COc1ccccc1N1CCN(C(=O)CSc2nc3ccccc3nc2N2CCC(C)CC2)CC1	1.1%	0.7%	29.6%	5.5%	-13.9%	-5.2%	-5.4%	4.0%	0.2%
Cc1ccc(N2CC(C(=O)OCC(=O)Nc3cccc(Cl)c3C)CC2=O)cc1 (stereo not given)	-1.4%	0.0%	9.7%	-1.6%	-11.6%	8.6%	-2.6%	-6.8%	-6.0%
COC(=O)C(Cc1c[nH]c2ccccc12)NC(=O)C(C)C (stereo not given)	-8.5%	2.0%	13.2%	1.4%	-18.7%	0.6%	3.2%	-10.8%	20.7%
CCOC(=O)COc1cc(-n2c(=S)[nH]c3cc(OC)c(OC)cc3c2=O)c(Cl)cc1Cl	-4.5%	2.1%	8.3%[57.1 µM]	2.5%[57.1 µM]	u	u	-11.0%	-9.0%	u

Ordered by the number under USP1 inh (descending): 3 from the list above
mol	USP1 inh
COc1ccc(CCN(C(=O)c2ccc(F)cc2)C2=CC3CCC(C2)N3C)cc1OC (stereo not given)	-6.5%
O=C(CN1CCN(c2ccccn2)CC1)Nc1ccc(F)cc1	-14.3%
COC(=O)C(Cc1c[nH]c2ccccc12)NC(=O)C(C)C (stereo not given)	-18.7%

Carrying on:
SMILES	Vif-APOBEC3F blk	RXFP1 agonist	TrxR1 inh	TrxR1 substrate	USP1 inh	IDH1 R132H inh	Vif-APOBEC3G blk	RGS4 inhibitor	ALOX12 inh
Cc1n(CC(=O)c2ccc(F)cc2)c2ccccc2[n+]1C	-0.5%	1.4%	8.6%	-5.0%	-0.6%	0.3%	2.2%	2.3%	8.6%
CN(c1ccc(C(=O)O)cc1)S(=O)(=O)c1ccc(Cl)cc1	0.2%	0.3%	9.0%[57.1 µM]	6.8%[57.1 µM]	-6.0%	1.1%	0.5%	31.0%	u
O=c1c2ccccc2nnn1Cc1ccccn1	-18.5%	4.5%	3.7%	-0.5%	-2.8%	0.5%	-1.7%	-3.1%	5.1%
CC1CCN(S(=O)(=O)c2ccc(C(=O)NCc3cccnc3)cc2)CC1	-4.1%	-3.0%	0.6%[57.1 µM]	-9.1%[57.1 µM]	-15.4%	6.4%	-0.2%	-7.8%	3.0%
Nc1ccccc1C(=O)N(Cc1ccccc1)Cc1ccccc1	1.4%	2.2%	12.5%	10.5%	-13.2%	-0.4%	0.6%	11.3%	0.4%
CC(=O)n1cc([C@@H]2C=C(C(=O)Nc3ccccc3)O[C@H](OCc3ccc(CO)cc3)C2)c2ccccc21	u	-4.3%	15.2%[57.1 µM]	8.0%[57.1 µM]	-26.1%	-8.7%	-6.0%	-5.5%	-3.6%
CCOc1ccc(OCCOc2ncnc3ccccc23)cc1	0.5%	0.0%	6.6%[57.1 µM]	0.9%	-18.8%	2.7%	0.9%	-6.1%	27.7%
O=C(CN1CCN(Cc2ccccc2)CC1)N1CCN(c2ccccc2)CC1	0.7%	0.0%	-0.2%	1.7%	-4.8%	10.8%	-1.2%	-9.7%	7.2%
COc1cc(N=c2ssnc2Cl)cc(OC)c1OC	-8.4%	0.2%	-0.1%[57.1 µM]	4.2%[57.1 µM]	-9.3%	-2.0%	-0.1%	-104.9%[11.4 µM]	u
CCNc1nc(NC(C)C)nc(Oc2ccc(/C=N/O)cc2)n1	-7.1%	-0.1%	8.6%	0.9%	-7.7%	-2.5%	1.3%	-15.3%	-17.6%
COc1cccc(/C=N/NC(=O)CNC(=O)c2ccco2)c1O	5.5%	-2.0%	8.4%	2.1%	-22.3%	-1.4%	-6.9%	14.4%	-6.2%
CCN(CC)NC(=O)Nc1ccccc1	17.4%	-1.7%	0.1%[57.1 µM]	-0.4%[57.1 µM]	-12.8%	0.2%	4.7%	25.6%	-2.4%
CC1CCN(C(=O)Cn2c(=O)n(CCCC(=O)NCc3ccco3)c(=O)c3sccc32)CC1	15.2%	0.3%	9.6%[57.1 µM]	10.1%[0.0914 µM]	-10.8%	5.1%	-5.8%	-10.8%	9.2%
CC(=Cc1ccccc1)C(=O)c1ccccc1	-9.2%	x	x	x	-13.0%	7.5%	-0.8%	x	9.0%

Some of the compounds tested, so the mix of outcomes need not match the whole.
